ALOX12 inh = blocks human arachidonate 12S-lipoxygenase. Potency, µM (top dose mostly 108 µM), for inactives: at the top dose activity change, negative = inhibition, usual class: inhibitors. P18054. purified 12hLO, xylenol orange hydroperoxide absorbance. 580,000 tested, 1.1% active; note: potency is the fitted concentration of half-maximal effect; % is set by controls: 0 for no effect and ±100 for the full control effect
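Hydroperoxide product was detected by ferrous iron/xylenol orange as the 573 to 405 nm absorbance ratio. Arachidonic acid at 40 uM (final) was turned over for 30 min at room temperature by 150 nM human 12hLO, pH 7.0 Hepes buffer, after 15 min compound preincubation.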
POLI inh = inhibitors of human DNA polymerase iota. 390,000 tested, 1% active. Pol iota fluorescent replication assay, 10 min. Potency, µM (top dose mostly 115 µM), without a hit: at the highest dose activity, negative = inhibition, actives largely listed as inhibitors. AID 588590; note: potency is the fitted concentration of half-maximal effect
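Fluorescent replication assay read twice, at 0 min and 10 min after adding 50 nM (final) substrate. Enzyme (10 nM) and compounds were first incubated 15 min at room temperature; enzyme-free buffer wells were negative controls.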
Pol beta inh = DNA polymerase beta (human) inhibition; P06746; Pol beta primer extension/strand displacement, fluorescence kinetic; Potency, µM (highest dose often 114 µM), without a hit: top-dose activity change, negative = inhibition, hits mostly inhibitors; 340,000 tested, 1.3% active; AID 485314; note: potency is the fitted concentration of half-maximal effect; % is set by controls: 0 for no effect and ±100 for the full control effect
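Curves were derived by four-parameter Hill fits of normalized qHTS data. The kinetic fluorescent primer-extension read was taken at 0 and 10 min after 50 nM substrate, following a 15 min room-temperature preincubation of 10 nM enzyme with compounds.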
APE1 inh = blocks human APE1 abasic DNA cleavage; recombinant APE1, TAMRA/BHQ-2 abasic DNA cleavage fluorescence; Potency, µM (highest dose often 65.8 µM), without a hit: top-dose activity change, negative = inhibition, most hits filed as inhibitors; 350,000 tested, 0.35% active;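 note: potency is the fitted concentration of half-maximal effect; plate controls were vehicle for no effect and reference inhibitor for full effect; nearly all actives have a fitted effect of over 55% in size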
Target sequence (P27695 whole entry, looked up): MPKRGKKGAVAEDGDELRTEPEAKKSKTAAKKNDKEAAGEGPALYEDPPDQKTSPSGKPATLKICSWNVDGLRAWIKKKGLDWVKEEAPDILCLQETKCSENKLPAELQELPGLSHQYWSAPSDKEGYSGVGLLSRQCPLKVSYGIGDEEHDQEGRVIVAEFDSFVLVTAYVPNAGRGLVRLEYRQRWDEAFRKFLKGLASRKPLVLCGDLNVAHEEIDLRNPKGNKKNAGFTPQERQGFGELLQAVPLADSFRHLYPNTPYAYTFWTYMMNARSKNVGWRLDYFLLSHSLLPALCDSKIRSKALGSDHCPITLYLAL
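Kinetic fluorescence read (525 ex/598 em nm, three reads 60 s apart) of AP-site incision; signal = third minus first read. Enzyme 0.75 nM, dual-labelled THF duplex 50 nM, compound preincubation 15 min RT.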
ERG-DNA inh = blocks human ERG Ets domain binding to DNA; AID 624246; fluorescence polarization, His-ERG Ets domain / labelled DNA; P11308; Potency, µM (highest dose often 76.9 µM), for the others: top-dose FP activity, negative = inhibition, most hits filed as inhibitors; 370,000 tested, 0.028% active; active = well fitted inhibition curve with a large enough effect in the polarisation, with a control signal flat; inconclusive = small, poorly fitted or top-dose-only effect, or effect the other way, or a change in a side signal; inactive = no such curve, though single readings can be large or run the other way; the % refers to the polarisation;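 note: polarization taken with two DNA probes labelled with fluorescein and Texas red; potency is the fitted concentration of half-maximal effect; % of control where 0% means no effect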
Target sequence (P11308 whole entry, looked up, the tested form may be a part): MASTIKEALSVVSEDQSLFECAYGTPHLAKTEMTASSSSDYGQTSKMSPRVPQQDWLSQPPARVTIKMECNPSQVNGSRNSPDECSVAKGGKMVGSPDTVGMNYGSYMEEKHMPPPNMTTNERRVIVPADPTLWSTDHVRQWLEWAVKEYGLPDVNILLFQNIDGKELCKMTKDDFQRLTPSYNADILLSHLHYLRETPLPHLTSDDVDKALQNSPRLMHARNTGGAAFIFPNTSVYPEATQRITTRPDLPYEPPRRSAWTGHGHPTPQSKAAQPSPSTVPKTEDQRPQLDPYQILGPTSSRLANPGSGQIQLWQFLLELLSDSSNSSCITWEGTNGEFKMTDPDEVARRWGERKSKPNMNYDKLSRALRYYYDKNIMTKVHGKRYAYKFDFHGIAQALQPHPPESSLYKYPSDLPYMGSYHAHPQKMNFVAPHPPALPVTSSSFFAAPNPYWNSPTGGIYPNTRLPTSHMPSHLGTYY
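His-tagged ERG Ets domain (1 uM in the protein solution; 300mM KCl, 50mM Tris-HCl, 1mM EDTA, 1mM DTT, pH 7.5) received compound, then a probe mix of 5 nM fluorescein-DNA and 100nM Texas-615-DNA. Fluorescence polarization was read for both dyes.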
Apoferritin bind = binds horse apoferritin like a general anesthetic; apoferritin/1-aminoanthracene competitive binding, fluorescence; Potency, µM (top dose mostly 77.5 µM), for inactives: top-dose activity change, negative = displacement, usual class: inhibitors; 350,000 tested, 0.074% active; note: potency is the fitted concentration of half-maximal effect; % is set by controls: 0 for no effect and ±100 for the full control effect; nearly all actives have a fitted effect of over 20% in size
Target sequence (P02791 2-175 limits assumed): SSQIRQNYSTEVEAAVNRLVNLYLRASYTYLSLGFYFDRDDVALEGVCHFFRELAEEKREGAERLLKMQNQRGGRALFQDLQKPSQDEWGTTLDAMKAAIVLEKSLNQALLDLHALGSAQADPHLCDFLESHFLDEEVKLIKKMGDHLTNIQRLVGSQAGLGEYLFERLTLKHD
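Read-out: endpoint 1-AMA fluorescence, excitation 380 nm and emission 535 nm, after compounds sit 10 min at room temperature with 10 uM horse-spleen apoferritin in 50% saturated 1-AMA/PBS. Values come from four-parameter Hill fits.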
BLM inh = blocks DNA unwinding by human BLM helicase; P54132; recombinant BLM DNA unwinding, fluorescence dequenching; Potency, µM (top dose mostly 56.1 µM), without a hit: at the highest dose activity change, negative = inhibition, actives largely listed as inhibitors; 350,000 tested, 0.2% active;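 note: potency is the fitted concentration of half-maximal effect; plate controls were vehicle for no effect and no enzyme for full effect; nearly all actives have a fitted effect of over 35% in size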
Pol kappa inh = blocks human DNA polymerase kappa activity. Q9UBT6. purified Pol kappa, fluorescent DNA synthesis assay, 10 min. Potency, µM (highest dose often 107 µM), for the others: top-dose activity, negative = inhibition, actives largely listed as inhibitors. 400,000 tested, 0.53% active. AID 588579; note: potency is the fitted concentration of half-maximal effect; % is set by controls: 0 for no effect and ±100 for the full control effect
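Enzyme at 10 nM met test compounds for 15 min at room temperature. Substrate addition (50 nM final) began the reaction, which was monitored by fluorescence at 0 and 10 min.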
TRHR ag = activates the human TRH receptor; P34981; TRHR cells, calcium flux fluo-8, FDSS agonist mode; 360,000 tested, 0.18% active; activation, % at 2 µM; in the data active = activation above about 30%; note: 0% is about no effect
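TRHR-expressing cells loaded with fluo-8 calcium dye; 23 nL library compound pin-transferred, kinetic FDSS fluorescence (Ex 480/Em 530) recorded about 180 s for agonist-induced calcium release, before a 10 nM TRH EC20 addition for potentiator mode.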
The depositor's hits bear a star; u = inconclusive; x = no result given; & = joins results of further samples; [ ] = another dose, or the depositor's remark. Unless noted, calls come from the whole dose curve; as a rule, active = well fitted curve in the direction sought with a large enough effect; inconclusive = small, poorly fitted or top-dose-only effect, or another doubt; inactive = no such curve, though single readings can be large; an effect the other way counts as inactive or inconclusive.

Order of values: ALOX12 inh	POLI inh	Pol beta inh	APE1 inh	ERG-DNA inh	Apoferritin bind	BLM inh	Pol kappa inh	TRHR ag
CCCC(=O)Nc1nnc(/C=C/c2ccccc2)s1
    u	u	1%	19%	12%	-2%	-3%	-1%	0.9
CCC[C@H]1CC(=O)C=C(c2ccsc2)ON1C(=O)OC(C)(C)C
    17%	-12%	x	x	0%	x	x	-4%	x
Cc1cc(OCC(=O)OCC(=O)N(C)Cc2ccccc2C)ccc1Cl
    -16%	20%	x	-23%	5%	x	x	-18%	0.6
C/C(=N/NC(=O)CNc1ccc(C)cc1)c1ccc(Cl)cc1
    14%	u	-10%	3%	x	-15%	-7%	-15%	-0.9
COc1cc(SC)ccc1C(=O)N1CCC(Cc2ccccc2)CC1
    273%[activator]	x	x	-3%	x	-4%	-9%	-5%&3%[60.1 µM]	x
COc1ccc(-c2noc(CN(C(=O)COc3cc(C)c(Br)c(C)c3)C(C)C)n2)cc1
    -19%	28%	28%	x	4%	13%	-6%	-7%	-0.8
O=C(CCNS(=O)(=O)c1ccc(Br)s1)NCc1ccc2c(c1)OCO2
    -13%	-1%	-9%	0%	1%	-20%	-2%	-11%	-1.4
Cn1c(-c2ccc(N)cc2)nc2ccccc21
    340%[activator]	4%&48%	0%	-7%	-1%	u	-7%	0%&0%	-0.3
CC(C)NC(=O)NC(=O)CSc1nnc(COc2ccccc2Cl)o1
    u	u	-2%	-10%	-3%	-7%	-3%	-13%	0.1
N#CCSc1nnc(COc2cccc3ccccc23)n1-c1ccccc1
    -3%	17%	-3%	-5%	-10%	1%	-5%	-5%	-0.2
CC(C)NC(=O)c1ccc(S(=O)(=O)N(C)C)cc1
    -23%	-7%	79%	10%	0%	-6%	-1%	5%	0.9
CN(C(=O)CO/N=C/c1ccc(Cl)cc1)c1ccccc1
    -3%	162%[activator]	0%	-3%	7%	-22%	-2%	-3%	0.5
CCc1cccc(C)c1NC(=O)c1ccc(CN2CCc3ccccc3C2)cc1
    8%	-19%	-1%	-5%	-5%	-8%	-7%	3%	-0.3
CN1CCN(NC(=O)CN(C)S(=O)(=O)c2cc(Cl)ccc2Cl)CC1
    -1%	-10%	-2%	-2%	9%	0%	4%	-2%	0.1
Cc1ccc2nc(C3CCCN(C(=S)Nc4cccc(C)c4C)C3)[nH]c2c1 (centres undefined)
    -3%	3%	8%	1%	x	-23%	-4%	-5%	0.9
O=C(NCc1cccnc1)c1ccccn1
    -10%	14%	-22%	-1%	-3%	0%	-1%	-2%	0.6
COc1ccc([C@H]2CC(=O)C=C(c3ccc4c(c3)OCO4)C2)cc1OC
    -29%	3%	x	4%	12%	x	x	-12%	0.1
Cc1oc2cc3oc(=O)c(CCC(=O)NCCCC(=O)O)c(C)c3cc2c1C
    1%	u	-1%	36%	0%	12%	3%	-8%	0.8
Cc1ccc(NS(=O)(=O)c2cc3c4c(cccc4c2)C(=O)NC3=O)cc1C
    -25%	25%	-1%	1%	-2%	-13%	-10%	-15%	0.7
O=C(Cn1c(=O)oc2ccccc21)N1CCOCC1
    -1%	-24%	48%	-5%	-7%	-5%	1%	-5%	0.0
COc1ccc(-c2[nH]ncc2C(=O)NCc2cccc(Cl)c2)cc1
    u	43%[activator]	15%	x	-3%	-6%	-2%	-7%	-0.3
CCC(C(=O)NC1CCC(C)CC1)n1nc(C)c2sc3ccccc3c2c1=O (centres undefined)
    0%	20%	29%	x	-1%	40%[activator]	-2%	1%	0.1
Cc1ccc(CNC(=O)Cn2c(=O)n(-c3ccccc3)c(=O)c3c2c2cc(C)ccc2n3C)cc1
    -16%	24%	30%	x	0%	0%	-4%	14%	-0.1
CCNc1ncc2nc(-c3cccs3)c(=O)n(CCc3ccccc3)c2n1
    u	x	x	-9%	x	x	-4%	-1%[60.1 µM]	x
O=C(CSc1oc(-c2ccco2)nc1S(=O)(=O)c1ccc(Br)cc1)c1ccc(Cl)cc1
    10%	89µM*	12%	x	8%	-20%	-4%	u	0.3
O=C(C1CCCN(S(=O)(=O)c2ccc(Cl)cc2)C1)N(Cc1cccs1)C1CC1 (centres undefined)
    -19%	8%	2%	6%	-10%	43%[activator]	-7%	1%	-1.1
CC(C)(C)NC(=O)CSC(=Nc1ccccc1F)NC#N
    -15%	u	-4%	9%	12%	-7%	-16%	-30%	0.1
O=C(CNC(=O)c1ccc(Cl)cc1Cl)OCCOc1ccccc1F
    190%[activator]	13%	x	13%	-5%	x	x	-23%	x
Cc1ccc(NC(=O)[C@H](CC(C)C)NC(=O)[C@@H]2Cc3ccccc3CN2)cc1
    16%	28%	9%	0%	0%	-5%	-2%	-2%	-0.3
COc1ccc(CC(=O)N2CC(=O)Nc3ccc(Br)cc3C2c2ccc(F)cc2)cc1OC (centres undefined)
    -26%	-2%	12%	x	3%	-13%	-1%	4%	-0.4

Reformatted as a markdown table: part of the list above
| smiles | ALOX12 inh | POLI inh | Pol beta inh | APE1 inh | ERG-DNA inh | Apoferritin bind | BLM inh | Pol kappa inh | TRHR ag |
| --- | --- | --- | --- | --- | --- | --- | --- | --- | --- |
| O=C(CNC(=O)c1ccc(Cl)cc1Cl)OCCOc1ccccc1F | 190%[activator] | 13% | x | 13% | -5% | x | x | -23% | x |
| C/C(=N/NC(=O)CNc1ccc(C)cc1)c1ccc(Cl)cc1 | 14% | u | -10% | 3% | x | -15% | -7% | -15% | -0.9 |
| CC(C)NC(=O)NC(=O)CSc1nnc(COc2ccccc2Cl)o1 | u | u | -2% | -10% | -3% | -7% | -3% | -13% | 0.1 |
| COc1ccc(CC(=O)N2CC(=O)Nc3ccc(Br)cc3C2c2ccc(F)cc2)cc1OC (centres undefined) | -26% | -2% | 12% | x | 3% | -13% | -1% | 4% | -0.4 |
| O=C(C1CCCN(S(=O)(=O)c2ccc(Cl)cc2)C1)N(Cc1cccs1)C1CC1 (centres undefined) | -19% | 8% | 2% | 6% | -10% | 43%[activator] | -7% | 1% | -1.1 |
| Cc1ccc(NS(=O)(=O)c2cc3c4c(cccc4c2)C(=O)NC3=O)cc1C | -25% | 25% | -1% | 1% | -2% | -13% | -10% | -15% | 0.7 |

Next part
Order of values: ALOX12 inh	POLI inh	Pol beta inh	APE1 inh	ERG-DNA inh	Apoferritin bind	BLM inh	Pol kappa inh	TRHR ag
CC1CCCN(CC(O)COCc2ccccc2)C1 (centres undefined)
    0%	23%	2%	2%	18%	-2%	2%	1%[60.1 µM]	1.2
CC(C)C(=O)Nc1nc2cc3c(cc2s1)OCO3
    -2%	26%	11%	-10%	5%	-9%	-9%	0%	1.0
Cc1ccc(CNC(=O)CN(c2cc(C)cc(C)c2)S(=O)(=O)c2c(C)noc2C)cc1
    -5%	-30%	33%	x	-6%	-17%	-1%	3%	2.1
CCOC(=O)C1(CCCc2ccccc2)CCN(C(=O)c2cnn(CC)c2)CC1
    9%	-1%	3%	4%	-10%	552%[activator]	-2%	2%	-0.3
C[C@@H]1CCC2[C@](C)(CO)C(O)CC[C@@]2(C)[C@@]12CC[C@](CO)(CCO)O2 (some centres undefined)
    x	x	x	1%	x	-1%	4%	-2%[60.1 µM]	x
CC1=C(C(N)=O)C(c2ccc(F)cc2)n2nc(-c3ccccc3Cl)nc2N1 (centres undefined)
    -14%	2%	13%	x	7%	-9%	1%	-9%[60.1 µM]	-0.6
O=C(NCC(=O)N1CCN(c2ccccc2F)CC1)c1ccco1
    -15%	34%[activator]	18%	24%	-2%	-5%	-1%	-6%	0.3
O=C(c1cc(COc2c(F)cccc2F)on1)N(Cc1ccccc1)CC1CC1
    -4%	10%	-1%	11%	-1%	-5%	-13%	-5%	0.1
CN(C(=O)c1ccc(Cl)cc1)C1=CCCCC1CCC#N (centres undefined)
    0%	16%	1%	5%	-18%	-11%	0%	-2%	-0.2
COC(=O)Cc1c(C)c2ccc(OCC(=O)N3CCCC3)c(C)c2oc1=O
    350%[activator]	0%	12%	23%	11%	-8%	-3%	-3%	0.6
COc1ccc(OC)c(NC(=S)NCCC(c2ccccc2)c2ccccc2)c1
    8.9µM*	4%	x	x	-7%	x	x	-12%	x
NC(=O)C1CCN(C(=S)NCCc2ccccc2)CC1
    -5%	155%[activator]	34%	13%	15%	0%	3%	-7%	-0.3

Only part of the results is shown, so the mix of outcomes need not match the whole.
